SSB-PriA inh: blocks PriA binding to SSB C-terminal tail. AlphaScreen SSBct-PriA binding, biotinylated peptide. inhibition, % at 33 µM. 430,000 compounds, 0.6% hits. AID 1272365; in the data active means inhibition mostly above about 37%, no sharp cut-off; inactive means mostly below about 20%;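 further: plate controls were negative control peptide for no effect and reference peptide for full effect; strong numbers were not always called active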
Vc quorum ag: inducers of Vibrio cholerae quorum light production without autoinducers; V. cholerae BH1578 lux reporter, luminescence, 6 h; activation, % at 18.7 µM; 350,000 compounds, 0.16% hits; AID 588436; in the data active means activation mostly above about 9.7%, no sharp cut-off; further: not every result past the cut was called active; inactives centre near 0; reference of the scale not given here
3CLpro inhibitor: SARS-CoV 3CLpro protease inhibition. 290,000 compounds, 0.14% hits. AID 1706. P0C6X7. recombinant SARS-CoV 3CLpro, quenched FRET peptide cleavage. inhibition, % at 6 µM; in the data active means inhibition above about 12%
PfHsp40 yeast: compounds rescuing yeast from Plasmodium falciparum HSP40 toxicity; S. cerevisiae expressing PfHsp40, growth rescue, ATP luminescence; 340,000 compounds, 0.68% hits; AID 504582; growth rescue, % at 12.5 µM; in the data active means growth rescue above about 28%, passing the limit was not always enough;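 further: yeast W303a lacking pdr1 and pdr3 grown in galactose medium; growth measured after three days at 30 °C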
TcdB GH inh: inhibitors of Clostridioides difficile toxin B glycohydrolase; P18177; TcdB glycohydrolase enzymatic assay, plate reader; inhibition, % at 9.99 µM; 350,000 compounds, 0.24% hits; in the data active means inhibition above about 10%
Anthrax LF inh2: inhibitors of Bacillus anthracis lethal factor protease | P15917 | multiplex microsphere protease cleavage assay, LF | inhibition, % at 10 µM | 360,000 compounds, 0.12% hits; in the data active means inhibition above about 30%; further: plate controls were buffer without enzyme for full effect and enzyme alone for no effect
Rv3671c inh: inhibitors of M. tuberculosis serine protease Rv3671c | inhibition, % at 5.96 µM | 320,000 compounds, 0.048% hits | P9WHR9; in the data active means inhibition above about 38%;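 further: extracellular domain of Rv3671c used as enzyme; 0% = enzyme with DMSO and 100% = no enzyme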
Target sequence (P9WHR9 whole entry, looked up, the tested form may be a part): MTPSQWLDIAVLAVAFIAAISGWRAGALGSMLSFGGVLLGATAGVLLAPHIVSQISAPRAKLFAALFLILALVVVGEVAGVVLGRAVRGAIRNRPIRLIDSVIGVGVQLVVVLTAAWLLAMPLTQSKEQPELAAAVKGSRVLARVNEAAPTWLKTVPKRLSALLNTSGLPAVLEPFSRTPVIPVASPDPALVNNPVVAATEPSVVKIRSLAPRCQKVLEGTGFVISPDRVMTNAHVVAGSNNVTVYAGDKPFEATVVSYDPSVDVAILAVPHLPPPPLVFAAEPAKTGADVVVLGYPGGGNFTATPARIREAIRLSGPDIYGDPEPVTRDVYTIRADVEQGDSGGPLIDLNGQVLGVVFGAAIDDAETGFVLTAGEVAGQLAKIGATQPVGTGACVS
MazF activator: increases E. coli MazEF RNase cleavage of RNA. P0AE70. FAM/BHQ RNA-DNA oligo cleavage fluorescence, 5 h. activation, % at 20 µM. 350,000 compounds, 0.32% hits. AID 504720; in the data active means activation above about 50%
Target sequence (P0AE70 whole entry, looked up): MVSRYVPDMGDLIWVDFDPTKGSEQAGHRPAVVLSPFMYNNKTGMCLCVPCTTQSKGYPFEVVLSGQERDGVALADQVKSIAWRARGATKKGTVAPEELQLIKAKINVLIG
Y pestis TopoI: blocks Yersinia pestis topoisomerase I activity; 360,000 compounds, 0.064% hits; AID 504884; activity, % at 10 µM; Y. pestis Topo-I cleavage product accumulation, plate reader; in the data active means activity above about 50%, passing the limit was not always enough; further: inactives centre near 2
VHR inh abs: blocks human VHR1 dual specificity phosphatase; P51452; recombinant VHR phosphatase, pNPP absorbance; inhibition, % at 13.3 µM; 290,000 compounds, 0.52% hits; AID 1654; in the data active means inhibition above about 50%; further: some compounds called inactive have numbers as strong as hits
Target sequence (P51452 whole entry, looked up): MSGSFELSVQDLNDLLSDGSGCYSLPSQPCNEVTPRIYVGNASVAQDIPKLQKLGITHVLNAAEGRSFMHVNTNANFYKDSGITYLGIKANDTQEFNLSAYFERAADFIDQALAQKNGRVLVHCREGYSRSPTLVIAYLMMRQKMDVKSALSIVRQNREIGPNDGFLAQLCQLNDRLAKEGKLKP
Numbers without * were called inactive; i = inactive; . = no result given; & = joins results of further samples. This is a subset; count on the stated rates, not on these rows.

SMILES	SSB-PriA inh	Vc quorum ag	3CLpro inhibitor	PfHsp40 yeast	TcdB GH inh	Anthrax LF inh2	Rv3671c inh	MazF activator	Y pestis TopoI	VHR inh abs
CC(C)(C)C1CCCCC1NC(=O)c1ccncc1 (stereo not given)	-17	i	0	-1.5	-0.4	15	.	-7	0	16
NC(=O)CSc1nnc(C2CC2)n1-c1ccccc1	-4	0.7	-1	-0.9	.	4	1	-2	-3	12
COc1ccc2[nH]c(=O)c(CN(C(=O)C(C)C)c3ccccc3OC)cc2c1	-15	i	5	0.8	1.2	14	-9	4	6	-8
CN(C)S(=O)(=O)N1CCN(C(=O)N2CCCCC2)CC1	-1	i	0	-0.7	.	-4	-3	2	3	-10
CC1CCCC(C)N1C(=O)COC(=O)CN1C(=O)c2ccccc2C1=O (stereo not given)	-4	-0.2	.	-1.0	4.3	-1	0	3	5	.
O=C(O)CC(Cc1ccccc1)C(=O)NCC12CC3CC(CC(C3)C1)C2 (stereo not given)	-1	i	9	-0.1	3.5	-8	-3	2	2	-15
Cc1cc(NC(=O)CCC(=O)N(c2ccccc2)C(C(=O)NC(C)(C)C)c2ccccc2Cl)no1 (stereo not given)	0	-0.1	-3	-0.8	0.4	-3	-8	5	1	2
Cc1ccc(CNc2nc(N)c([N+](=O)[O-])c(NCc3ccccc3)n2)cc1	-8	-1.7	0	0.4	.	1	-1	-2	1	-7
O=C(Cc1ccccc1)N[C@H](c1ccccc1)P(=O)(O)CO	-13	-0.8	-4	-1.8	.	-4	-9	6	-13	24
CC(C)(C)c1cc(C(=O)N/N=C/c2ccccn2)n[nH]1	i	-0.7	-3	1.0	1.5	0	5	-3	-1	-11
O=C(/C=C/c1ccc([N+](=O)[O-])cc1)NCCOc1ccc(F)cc1	16	-0.2	4	2.9	1.3	-8	5	-6	3	11
Cc1ccc(S(=O)(=O)N(C)C/N=C(\N)N[N+](=O)[O-])cc1	.	-0.5	-9	-0.8	0.8	3	2	1	0	24
CCOC(=O)C1Cc2c([nH]c3ccccc23)CN1 (stereo not given)	-3	-0.3	0	-0.3	.	2	-7	15	2	17
Cc1ccc(Nc2nc(-c3ccncc3)nc3ccccc23)cc1	15	-0.9	0	.	1.5	.	0	5	2	23
Cc1cc(C(=O)N/N=C2\CCCC(=O)C2)c2ccccc2n1	.	-0.8	-3	-1.1	.	0	-3	5	-3	-2
COc1ccc(CNC(=O)c2ccc(CS(=O)Cc3cccc(Cl)c3)o2)cc1 (stereo not given)	5	-0.4	4	1.1	0.2	2	-1	-1	-2	-37
CC(C)CCNC(=O)c1c(CSc2ccc(Cl)cc2)noc1C(=O)NCc1ccccc1	1	-1.3	.	0.2	.	5	-15	2	20	.
O=S(=O)(c1ccc(S(=O)(=O)N(Cc2ccc(F)cc2)C2CCCC2)cc1)N1CCCC1	0	-3.1	-2	-0.5	.	-2	.	-14	18	30
O=C(NN1CCOCC1)c1ccc(Br)s1	-8	0.5	1	-0.4	0.6	0	6	4	7	-11
CC(=O)Nc1ccc(OCCOc2ccc(/C=C3/C(=N)N4C=CSC4=NC3=O)cc2)cc1	-2	0.4	4	-0.6	0.1	-2	-2	2	6	12
CCCN(CC(=O)Nc1ccccc1C)C(=O)c1ccc(N2CCCC2=O)cc1	-3	0.6	.	-1.5	1.8	-2	0	5	3	.
O=C(NC(=S)Nc1ncc(Br)cc1Br)c1cncc(Br)c1	-5	-4.2	-1	-0.4	.	0	-10	-14	-5	14
CCCN(CCC)S(=O)(=O)c1ccc2c(c1)CCCN2C(C)=O	-17	-0.8	-2	-0.2	.	-1	-3	-6	1	7
Cc1nc2sc(C(c3ccc(Cl)cc3)N3CCOCC3)c(O)n2n1 (stereo not given)	-4	5.6	2	1.0	.	4	-4	-7	0	14
CCOc1ccc(C(=O)NCC(=O)NCC(c2ccccc2OC)N2CCCC2)cc1 (stereo not given)	3	i	.	-1.6	1.9	-1	7	3	-8	.
O=C(NNC(=S)Nc1ccccc1C(F)(F)F)C1CC1	-6	0.7	-2	-0.4	0.2	-7	2	7	0	9
CC(NC(=O)C1CCCC1)c1ccc(Br)cc1 (stereo not given)	-14	-0.2	-4	-0.3	2.0	-10	4	-11	-9	20
O=C1c2cccc3c([N+](=O)[O-])ccc(c23)C(=O)N1O	15	1.2	-5	11	-1.1	-6	-6	3	-1	10
O=C(NCCCN1CCCC1)C1CCC(=O)N1C1CCCCC1 (stereo not given)	-10	-0.9	-3	-1.3	-0.4	-1	7	0	7	30
Cc1ccc2c3c([nH]c2c1C)-c1nonc1CC3	-1	.	1	0.5	.	-6	-5	-2	2	29
O=c1cc(-c2ccc(O)c(O)c2)oc2cc(O)cc(O)c12	0	-5.2	.	1.1	-6.0	-6	-20	11	-9	19
Cc1ccc(CCNC(=O)CNC(=S)N(Cc2ccccc2)Cc2cccnc2)cc1	-2	-0.7	-3	0.7	0.6	0	9	9	0	16
NC(=O)NC(CC(=O)NCCc1ccc(S(N)(=O)=O)cc1)c1ccccc1Cl (stereo not given)	4	i	2	1.2	-0.8	2	8	0	1	27
COc1ccc(OC)c(S(=O)(=O)Nc2cc3c4c(c2)CCC(=O)N4CCC3)c1	-3&-19	i	.	-0.6	-0.3	-2	-1	0	-8	.
CCOC(=O)C(C)Oc1cccc2c(=O)n(CC(=O)NCCc3ccccc3)ccc12 (stereo not given)	0	-0.2	0	-1.2	-0.7	-2	2	6	13	-1
Cc1nc2c(OCCOc3ccc(F)cc3)cccn2c1N(C)C(=O)CCC1CCCC1	.	-0.7	.	.	0.9	-4	.	.	33	.
O=C(OCC(=O)c1c[nH]c2ccccc12)c1ccc(OC(F)F)cc1	.	-1.3	.	.	0.3	4	.	4	-9	.
COc1ccccc1N(Cc1cc(=O)[nH]c2ccccc12)C(=O)C(C)C	11	0.8	3	0.0	0.3	8	4	10	4	15
Cc1nc(C)n(C(C)CNS(=O)(=O)c2ccc(C)c(C)c2)n1 (stereo not given)	-2	-0.3	-2	0.5	0.5	3	1	8	3	12
Cc1cccc(N(Cc2ccccc2)C(=O)c2ccc(F)c(S(=O)(=O)N3CCOCC3)c2)c1	-5	i	.	-0.1	0.7	1	2	1	9	.
CCCS(=O)(=O)N1CCCC(C(=O)NCCCN(C)c2ccccc2)C1 (stereo not given)	10	17*	-3	1.8	.	-3	0	-5	20	10
O=C(CSc1nnc(CNC(=O)c2cccs2)o1)Nc1ccccc1	-11	1.4	6	-1.2	0.2	-3	-14	9	-4	-10
COc1ccc(-c2csc(Nc3ccc(S(=O)(=O)Nc4cc(C)on4)cc3)n2)cc1C	3	i	2	2.0	0.8	-5	2	-4	-14	-8
O=C(N/N=C/C1=Cc2ccccc2OC1)c1ccncc1	i	-0.9	3	-0.4	-0.3	.	9	3	-2	-10
O=C(CN1C(=O)CCSc2ccccc21)NC1CCCCC1	-12	-0.5	-2	-0.5	-2.6	3	7	-22	-4	11
COc1ccc(NC(=O)c2cc(-c3cc(Cl)ccc3OC)n[nH]2)c(C)c1	.	-4.5	.	.	0.1	4	.	.	-1	.
C[N+]1(CC(=O)OCCCc2ccccc2)CCCCC1	3	-0.3	-7	-0.6	1.1	-4	7	2	-3	10
CC(Sc1nncs1)C(=O)Nc1ccc2c(c1)OCO2 (stereo not given)	-4	-0.2	-1	0.7	0.2	-1	0	-10	-2	18
CCOC(=O)Cn1cnc2sc3c(c2c1=O)CCC3	-8	-1.4	-4	0.1	.	3	9	-2	3	9
COc1ccccc1C(=O)Nc1ccnn1C1CCN(Cc2ccc3nonc3c2)CC1	5	-4.2	0	-0.6	0.2	-4	2	-2	15	-31

Ordered by number of heavy atoms (rising): 3 of the compounds above.
SMILES	SSB-PriA inh	Vc quorum ag	3CLpro inhibitor	PfHsp40 yeast	TcdB GH inh	Anthrax LF inh2	Rv3671c inh	MazF activator	Y pestis TopoI	VHR inh abs
CC(Sc1nncs1)C(=O)Nc1ccc2c(c1)OCO2 (stereo not given)	-4	-0.2	-1	0.7	0.2	-1	0	-10	-2	18
O=C(CSc1nnc(CNC(=O)c2cccs2)o1)Nc1ccccc1	-11	1.4	6	-1.2	0.2	-3	-14	9	-4	-10
COc1ccc(-c2csc(Nc3ccc(S(=O)(=O)Nc4cc(C)on4)cc3)n2)cc1C	3	i	2	2.0	0.8	-5	2	-4	-14	-8

Continued.
SMILES	SSB-PriA inh	Vc quorum ag	3CLpro inhibitor	PfHsp40 yeast	TcdB GH inh	Anthrax LF inh2	Rv3671c inh	MazF activator	Y pestis TopoI	VHR inh abs
O=C(Nc1ccccc1)N1CCCN(c2c(Cl)cncc2Cl)CC1	-8	-0.6	-1	1.1	0.7	-6	2	-1	-5	-2
c1ccc(-[n+]2nc(Nc3cccc4ccccc34)sc2-c2c3ccccc3cc3ccccc23)cc1	1	i	.	0.4	.	-31	4	12	-26	.
CC(=O)c1ccc(OCCCC(=O)Nc2ccc3c(c2)OCCO3)cc1	-4	0.9	.	1.1	0.8	-3	11	-4	-3	.
O=C(c1c(F)cccc1F)N1CCN(c2ccccc2F)CC1	-16	-0.3	2	0.6	.	-2	0	-2	-4	10
O=C(O)COc1ccccc1/C=N/NC(=O)c1ccc(F)cc1	.	-0.3	7	1.3	1.9	8	-2	4	-12	30
O=C(N[C@@H](Cc1ccccc1)C(=O)N1CCN(S(=O)(=O)c2ccc(F)cc2)CC1)c1ccco1	3	i	.	-0.9	0.2	-3	.	-4	20	.
OC(COc1ccccc1)CN1CCCC1 (stereo not given)	-3	i	0	0.2	0.9	-3	2	-1	-4	30
OCCCNC(=S)Nc1ccc2nc(-c3ccccn3)c(-c3ccccn3)nc2c1	72*	i	-1	-0.6	.	-1	3	-15	-8	40
[O-][N+]12CCN(CC1)c1ccccc12	-3	i	-2	0.3	.	-1	13	4	-5	29
Cn1cnc2c(cnn2C)c1=O	-6	i	.	0.2	1.4	0	.	3	2	.
CC(=O)O[C@H]1[C@@H](O)[C@H](O)[C@H](Oc2c(O)c(C)c3c4c2[C@@H](C)CC[C@@H]4[C@@H](C)C[C@@H]3C=C(C)C)O[C@H]1C	.	-0.3	.	.	0.0	-2	.	.	16	.
CCN(c1ccccc1)S(=O)(=O)c1ccc(OC)c(NC(=O)c2ccc(=O)[nH]c2)c1	0	i	.	0.2	-0.3	-3	-5	-3	16	.
CC(=O)c1cccc([N+](=O)[O-])c1	2	-0.5	.	0.1	0.7	-3	-4	-5	-2	.
O=C(NCC1CCCO1)/C(=C/c1cn(-c2ccccc2)nc1-c1cccnc1)NC(=O)c1ccccc1 (stereo not given)	-8	i	-1	-1.3	1.2	-1	-3	6	14	7
CCC(NC(=O)c1ccccc1NC(=O)c1ccco1)C(=O)O (stereo not given)	-15	i	-1	-1.3	.	1	2	-4	-3	30
COC(=O)c1ccc2c(=O)n(Cc3ccco3)c(SCC(=O)Nc3ccc(C)c(Cl)c3)nc2c1	-3	i	-4	-0.5	.	-2	-3	0	-4	6
C[C@H](CO)N1C[C@H](C)[C@@H](CN(C)S(C)(=O)=O)Oc2c(NC(=O)Cc3ccccc3)cccc2C1=O	24	1.0	.	1.1	0.2	-8	2	1	-7	.
COc1cccc(C(=O)Nc2ccc(Oc3cccc(C(F)(F)F)c3)nc2)c1	-19	-0.5	7	-0.3	-0.1	-3	-26	0	1	6
Cc1ccc(CSCC(=O)N2CCN(c3ccc(F)cc3)CC2)cc1	-14	-1.0	1	0.3	.	-4	3	-10	-9	14
COC(=O)c1c(NC(=O)c2ccnn2C)sc(C)c1C	-10	-0.8	5	-0.3	.	-2	-1	5	-4	.
CCCc1ccccc1OCCNC(=O)c1cc(=O)n(C)c(=O)n1C	0	-0.1	-2	-0.3	1.9	0	3	-1	13	29
OCCNC(=S)Nc1ccc(Oc2ccccc2)cc1	-17	i	2	-0.2	0.6	-1	-5	-9	-9	9
